# Bioassay records: PubChem BioAssay, National Center for Advancing Translational Sciences (NCATS)
# SMN2 splice up – SMN2 splice variant enhancement. Potency, µM (top dose mostly 46.1 µM), for inactives: top-dose activity change, positive = activation, actives largely listed as activators. HEK293 SMN2-luciferase splicing reporter, luminescence, 30-36 h. 2.8% of 210,000 active; further: % of control where 0% means no effect; nearly all actives have a fitted effect of over 55% in size
#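 HEK293 cells carry an SMN2 […]–luciferase reporter in which exon 7 inclusion puts luciferase in frame. Cells were plated 10-12 h before compound addition, then incubated 30-36 h at 37C. ONE-Glo luminescence was read; sodium butyrate at 4.5 mM final served as control.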
# Epigenetic reg – regulators of epigenetic silencing causing reporter derepression in mouse cells; murine LDR cells, GFP reporter derepression, 30 h; 0.2% of 280,000 active; AID 1865; Potency, µM (series often up to 53.9 µM), inactives show at the top dose GFP activation, hits mostly activators; further: % of control where 0% means no effect; nearly all actives have a fitted effect of over 60% in size
#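 Murine LDR cells bearing a silenced CMV-driven GFP reporter were exposed to compound for 30 h at 37 C. After PBS washes, GFP-positive cells (20-120 um objects) counted by laser-scanning microplate cytometry.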
# IMPase Li cell – IMPase inhibition in cells with lithium potentiation; CHO-M1 cells, IP1 TR-FRET (IP-One), carbachol + lithium; Potency, µM (highest dose often 59.4 µM), inactives show at the top dose activity, negative = IMPase inhibition, actives largely listed as inhibitors; 0.35% of 210,000 active;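 further: IP1 builds up when IMPase is blocked and the TR-FRET signal falls; plate controls were basal vehicle for no effect and high inhibitor control for full effect; nearly all actives have a fitted effect of over 50% in size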
#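 IP1 accumulation measured by competitive TR-FRET in lysed CHO-M1 cells after 30 min compound exposure at 37C, with a small lithium addition to potentiate weak responses. Hill-equation AC50 from ratio and donor-channel data.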
# RGS12 GoLoco inh – blocks human Gai1 binding to RGS12 GoLoco peptide, red readout. P63096. Gai1:RGS12 GoLoco peptide FP, rhodamine, 10 min. Potency, µM (top dose mostly 61.6 µM), inactives show top-dose activity, negative = inhibition, hits mostly inhibitors. 0.44% of 230,000 active. AID 880; active means well fitted inhibition curve with a large enough effect, not every such curve was filed as active; inactive means no such curve, though single readings can be large or run the other way; further: on the % scale 0 is the no-effect control and ±100 the full control effect; nearly all actives have a fitted effect of over 30% in size; many of its hits are not listed in these tables
# RECQ1 inh – inhibitors of human RECQ1 DNA helicase; Potency, µM (top dose mostly 57.3 µM), inactives show at the highest dose activity, negative = inhibition, actives largely listed as inhibitors; AID 2549; RECQ1 DNA unwinding, red fluorescence kinetic read; 0.54% of 240,000 active;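 further: plate controls were vehicle for no effect and no enzyme for full effect; nearly all actives have a fitted effect of over 30% in size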
# Target sequence (P46063 whole entry, looked up): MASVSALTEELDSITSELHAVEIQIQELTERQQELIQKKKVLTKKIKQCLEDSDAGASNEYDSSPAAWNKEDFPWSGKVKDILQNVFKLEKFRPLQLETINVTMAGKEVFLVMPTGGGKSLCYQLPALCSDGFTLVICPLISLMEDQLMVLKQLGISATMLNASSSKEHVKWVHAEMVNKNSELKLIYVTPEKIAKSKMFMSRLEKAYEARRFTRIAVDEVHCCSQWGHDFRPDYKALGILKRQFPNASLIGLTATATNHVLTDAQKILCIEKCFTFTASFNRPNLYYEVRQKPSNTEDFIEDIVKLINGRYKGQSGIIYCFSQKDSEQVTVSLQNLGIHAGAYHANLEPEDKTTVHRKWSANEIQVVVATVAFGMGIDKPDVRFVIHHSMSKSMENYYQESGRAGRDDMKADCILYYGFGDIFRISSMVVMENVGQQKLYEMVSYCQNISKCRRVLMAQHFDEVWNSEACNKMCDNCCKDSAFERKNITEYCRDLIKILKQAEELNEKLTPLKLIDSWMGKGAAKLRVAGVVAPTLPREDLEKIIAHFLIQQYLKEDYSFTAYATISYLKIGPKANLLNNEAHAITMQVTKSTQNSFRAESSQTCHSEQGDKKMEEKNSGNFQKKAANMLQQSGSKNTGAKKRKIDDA
#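 RECQ1T1 50 nM; forked duplex (20 bp + 30-nt ss tails) 200 nM, ATP 2 mM final; pH 8.0, 2 mM MgCl2, 2.5 ug/ml poly(dI-dC); 15 min compound preincubation; discontinuous kinetic read over 2 h at RT.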
# KDM4E inh – blocks human JMJD2E demethylase activity; B2RXH2; 1.6% of 230,000 active; AID 2147; Potency, µM (doses to about 57.1 µM), inactives show top-dose activity change, negative = inhibition, usual class: inhibitors; JMJD2E catalytic domain, FDH-coupled NADH fluorescence (FDH is formaldehyde dehydrogenase); active means well fitted inhibition curve with a large enough effect, not every such curve was filed as active; inconclusive means small, poorly fitted or top-dose-only effect, or another doubt; inactive means no such curve, though single readings can be large or run the other way;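 further: 0% = wells with enzyme and -100% = buffer wells without enzyme; nearly all actives have a fitted effect of over 50% in size; many of its hits are not listed in these tables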
# Target sequence (B2RXH2 1-337 limits assumed): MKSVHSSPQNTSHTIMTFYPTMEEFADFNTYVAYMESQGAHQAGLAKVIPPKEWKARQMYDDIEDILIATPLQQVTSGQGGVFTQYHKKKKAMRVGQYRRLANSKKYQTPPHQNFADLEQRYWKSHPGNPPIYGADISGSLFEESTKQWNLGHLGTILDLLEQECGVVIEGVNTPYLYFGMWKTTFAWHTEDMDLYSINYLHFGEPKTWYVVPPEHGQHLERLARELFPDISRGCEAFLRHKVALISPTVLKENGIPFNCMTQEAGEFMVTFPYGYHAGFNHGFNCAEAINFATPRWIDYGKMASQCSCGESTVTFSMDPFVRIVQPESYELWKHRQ
# KinaseGlo FLuc – blocks Kinase-Glo luciferase, a counter-screen artifact; 0.28% of 200,000 active; Kinase-Glo luciferase, ATP luminescence, 8 min; Q27757; Potency, µM (top dose mostly 38.3 µM), for inactives: at the top dose activity change, negative = inhibition, hits mostly inhibitors; further: on the % scale 0 is the no-effect control and ±100 the full control effect; nearly all actives have a fitted effect of over 60% in size
#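 Compound is pinned into ATP-containing buffer (10 uM ATP, imidazole pH 7.2, 7 mM MgCl2). Kinase-Glo luciferase reagent is then added. Light output is recorded following an 8-min room-temperature incubation.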
# NPSR antag – antagonists of human neuropeptide S receptor cAMP signaling; CHO-NPSR cells, cAMP TR-FRET, antagonist mode; Potency, µM (series often up to 38.3 µM), without a hit: at the top dose activity change, negative = inhibition, most hits filed as inhibitors; AID 1461; 1% of 220,000 active; Q6W5P4; further: on the % scale 0 is the no-effect control and ±100 the full control effect; nearly all actives have a fitted effect of over 50% in size; many of its hits are not listed in these tables
# Starred values were filed as active, the others as inactive; i = inactive; u = inconclusive; x = no result given; & = joins results of further samples; [ ] = remark or other dose. Unless noted, the call rests on the fitted dose curve; in most records, active means well fitted curve in the direction sought with a large enough effect; inconclusive means small, poorly fitted or top-dose-only effect, or another doubt; inactive means no such curve, though single readings can be large; an effect the other way counts as inactive or inconclusive. Potency means the concentration at half of the fitted maximal effect.
# Sample of the layout:
SMILES,SMN2 splice up,Epigenetic reg,IMPase Li cell,RGS12 GoLoco inh,RECQ1 inh,KDM4E inh,KinaseGlo FLuc,NPSR antag
CCOC(=O)C(C(C)=O)C(c1ccc(OC)cc1)C(C(C)=O)C(=O)OCC (stereo unspecified),14%,-1.1%,14%[38.3 µM],-1%,0%,-2%,2%,6%[46.1 µM]
COc1ccccc1NNC(=O)C(O)(c1ccccc1OC)c1ccccc1OC,3%[1.84 µM],0.0%,3%,-3%,1%,3%,2%,-1%
CCN1C(=O)CC(C(=O)OC)=C1C,-41%[inhibitor],-2.6%,-1%,1%,i,5%,0%,0%

# This part in full (from the top)
SMILES,SMN2 splice up,Epigenetic reg,IMPase Li cell,RGS12 GoLoco inh,RECQ1 inh,KDM4E inh,KinaseGlo FLuc,NPSR antag
CCOC(=O)C(C(C)=O)C(c1ccc(OC)cc1)C(C(C)=O)C(=O)OCC (stereo unspecified),14%,-1.1%,14%[38.3 µM],-1%,0%,-2%,2%,6%[46.1 µM]
COc1ccccc1NNC(=O)C(O)(c1ccccc1OC)c1ccccc1OC,3%[1.84 µM],0.0%,3%,-3%,1%,3%,2%,-1%
CCN1C(=O)CC(C(=O)OC)=C1C,-41%[inhibitor],-2.6%,-1%,1%,i,5%,0%,0%
COC(CNC(=O)Cc1c(C)nc2c(-c3ccccc3)c(C)nn2c1C)OC,-41%,2.6%,-6%,-3%,-14%,10%,-4%,15%
CC(NC(=O)C(Cc1ccccc1)n1cccc1)c1ccccc1 (stereo unspecified),x,1.6%,x,6%,15%,0%,x,-18%
CC(=O)c1c(C)[nH]c(C)c1C(C)=O,5%,-4.0%,0%[38.3 µM],3%,-10%,-2%,-4%,-4%[46.1 µM]
CN1CCC(=O)N([C@H](CSc2ccc(Br)cc2)Cc2ccccc2)CC1,x,4.7%,x,-2%,-8%,7%,x,-11%
C=CCSc1nnc(NC(=O)c2cccc(S(=O)(=O)N3CCOCC3)c2)s1,14%,0.0%,14%[38.3 µM],5%,-12%,-8%,2%,-2%[46.1 µM]
COCCN(Cc1cc2cc3c(cc2nc1Cl)OCO3)C(=O)c1ccc(C)cc1,x,1.1%,8%,22%,23%,-1%,-4%,24%
CC1(C)SC2C(NC(=O)Cc3ccccc3)C(=O)N2C1C(=O)O (stereo unspecified),10%,-1.3%,5%,5%,20%,-15%,-3%,x
COC(=O)c1cc(-n2cccc2)ccc1N1CCOCC1,x,-1.3%,x,12%,10%,-5%,x,-15%
C=CCNCCCOc1ccc(Cl)cc1Br,-8%,-7.7%,-7%,-2%,-1%,u,-1%,7%
N#CC(=C(/N)Sc1ccccc1N)/C(C#N)=C(/N)Sc1ccccc1N,x,-4.1%,18%,-1%,1%,u,1%,x
N#C/C(=C/c1ccc(O)c([N+](=O)[O-])c1)C(=O)Nc1ccccc1,x,1.3%,-4%,1%,0%,-11%,x,-45%
O=C(c1ccco1)N1CCN(CC(=O)N2c3ccccc3CCc3ccccc32)CC1,26%,1.0%,22%[38.3 µM],-7%,1%,u,-1%,-5%[46.1 µM]
O=C(O)Cn1c(SCc2cccc3ccccc23)nc2ccccc21,4%,1.1%,12%[38.3 µM],9%,i,4%,2%,1%[46.1 µM]
Cc1ccc2ccccc2c1CSc1nc(N)nc2c1ncn2CC(C)C,8%[9.22 µM],x,5%,-2%[14.2 µM],x,x,-5%[7.66 µM],x
Brc1cc(Oc2cc(Br)c(Br)c(Br)c2Br)c(Br)c(Br)c1Br,2%,x,-2%,16%,14%,x,x,x
COc1cccc(-n2cc3c(c2-c2ccccc2)c(=O)n(C)c(=O)n3C)c1,-37%[inhibitor],-0.1%,2%[38.3 µM],-5%,-12%,u,-4%,-18%[46.1 µM]
COc1ccc(N=C2SC(C(N)=O)CC(=O)N2Cc2ccc3c(c2)OCO3)cc1 (stereo unspecified),x,-0.3%,x,5%,15%,-1%,x,4%
Cc1ccc(C(=O)O/N=C2\CCSc3ccc(C)cc32)cc1,-2%,0.9%,32%[38.3 µM],4%,i,-1%,-5%,2%[46.1 µM]
CC(C)CC(=O)NCC(C)NC(=O)CC(C)C (stereo unspecified),11%,1.1%,23%[38.3 µM],0%,-8%,7%,-2%,14%[46.1 µM]
COc1ccccc1NC(=S)Nc1ccccc1F,-3%,-0.9%,-5%,5%,-1%,4%,3%,-6%[46.1 µM]
COCCNC(=O)COc1cccc2c1OC(C)(C)C2,17%,-3.1%,0%,8%,-17%,-2%,1%,16%
CCOC(=O)NC(=O)c1cn(C(CC)CO)c(=O)[nH]c1=O (stereo unspecified),x,0.0%,1%,-7%,-2%,1%,0%,19%
Cc1ccc(CNS(=O)(=O)c2ccc3oc(C(=O)O)c(C)c3c2)cc1,-2%,-0.3%,4%[38.3 µM],6%,4%,-1%,-1%,-8%[46.1 µM]
COc1ccccc1/C=C\C(=O)OC[C@@H]1CCCN2CCCC[C@H]12,2%,-1.1%,15%,2%,-2%,u,1%,x
Cc1ccccc1OCc1nnc2c3cnn(C)c3ncn12,19%,-1.5%,2%[38.3 µM],10%,-7%,0%,-9%,-14%[46.1 µM]
CCOC(=O)C1(C(F)(F)F)N=C(c2cccnc2)OC(N2CCCCC2)=N1 (stereo unspecified),-4%,1.1%,-2%,5%,-20%,-1%,4%,-3%
COc1ccccc1N1CCN(C(=S)Nc2ccc(S(=O)(=O)N3CCOCC3)cc2)CC1,x,-0.2%,12%,-2%,-13%,3%,x,34%
COc1cccc(CNc2ccc([N+](=O)[O-])cc2C)c1,-15%,-4.7%,8%,3%,i,1%,1%,-17%
O=C(c1ccc(Nc2cccc(C(F)(F)F)c2)nc1)N1CCCC1,5%,-0.3%,-7%[38.3 µM],25%,-12%,u,-4%,-17%[46.1 µM]
O=C1CN(C(=O)c2ccco2)c2ccccc2N1,u,4.5%,13%[38.3 µM],-5%,-6%,0%,2%,-17%[46.1 µM]
CNc1nc2ccccc2n1/N=C/c1cccc(OC)c1OC,-16%,-1.8%,7%[38.3 µM],-5%,-7%,1%,1%,-7%[46.1 µM]
CCOC(=O)CC(NCc1ccc(OC)c(OCC)c1)c1ccc(C)cc1 (stereo unspecified),3%,-1.2%,10%,8%,i,-4%,5%,-25%
O=C(Nc1ccccc1)N1CCCC(CNS(=O)(=O)Cc2ccccc2)C1 (stereo unspecified),x,-4.3%,6%,7%,-3%,11%,-1%,-7%
CN(C)c1cc[n+](CC(=O)Nc2cc(C(F)(F)F)ccc2Cl)cc1,-6%,-2.0%,12%[38.3 µM],-5%,5%,-3%,-3%,-6%[46.1 µM]
CCCCS(=O)(=O)N1CCc2nc(COc3ccccc3)c3c(c2C1)CO[C@@H](C)C3,7%[9.22 µM],x,5%,-1%[14.2 µM],i[11.5 µM],-2%[11.4 µM],0%[7.66 µM],x
COC(=O)C1=C(C(=O)OC)[C@@H]2Nc3ccccc3[C@@]23C[C@@H](C(=O)OC)N(S(=O)(=O)c2ccc(OC)cc2)C3=N1,15%[9.22 µM],x,0%,4%[14.2 µM],3%[11.5 µM],-6%[11.4 µM],-6%[7.66 µM],x
CC(C)CN(C(=O)c1cc2ccccc2o1)c1c(N)n(CC(C)C)c(=O)[nH]c1=O,x,-0.9%,x,x,-5%,-8%,x,6%[46.1 µM]
CCN(CC)C(=O)CC(c1ccc2c(c1)OCO2)c1c(OC)cc(OC)c2ccc(=O)oc12 (stereo unspecified),x,-1.7%,x,4%,-17%&-3%,-9%,x,-4%
CCc1nnc(NC(=O)CCC(=O)NC2CCCCC2)s1,1%,-0.5%,-6%[38.3 µM],-3%,-2%,24%,-1%,8%[46.1 µM]
CC(C)Nc1nnc(SCc2cc(=O)n3ccsc3n2)s1,6%,0.0%,5%,18%,u,u,-1%,7%
C/C(=C(/CCO)SSC[C@@H]1CCCO1)N(C=O)Cc1cnc(C)nc1N,2%[20.6 µM],2.4%[16.9 µM],1%,7%[21.6 µM],i,0%[25.5 µM],-1%[17.1 µM],x
Cc1cc2oc(=O)cc(COC(=O)c3n[nH]c4ccccc34)c2cc1C,u,1.8%,31%[activator][38.3 µM],-6%,i,u,-8%,-2%[46.1 µM]
COc1cc(/C=C/C(=O)Nc2cc(C(F)(F)F)ccc2Cl)cc(OC)c1OC,6%,-1.4%,6%[38.3 µM],2%,-7%,u,-3%,u
COc1ccc(N(C(C)C(=O)N/N=C/c2cccnc2)S(C)(=O)=O)cc1 (stereo unspecified),x,-1.3%,-4%,-1%,-7%,8%,x,11%
Cc1cc(C)c(Nc2ncccc2C(=O)O)c(C)c1,x,2.1%,8%,0%,-11%,-22%,-3%,20%
Cn1c(=O)[nH]c(=O)c2c1nc1n2CCS1,12%,-0.4%,0%,5%,-2%,-2%,-1%,27%
CCCCCC(=O)Nc1ccc(N2CCN(S(C)(=O)=O)CC2)cc1,-7%,-1.1%,20%[38.3 µM],13%,i,-4%,-3%,-12%[46.1 µM]
CCOc1ccc(N2C(=O)C3CC(C)=C(C)CC3C2=O)c([N+](=O)[O-])c1 (stereo unspecified),0%,0.0%,-4%[38.3 µM],-10%,i,11%,-2%,-13%[46.1 µM]

# Compound profiles, from the list above:
# Shown for Cn1c(=O)[nH]c(=O)c2c1nc1n2CCS1 : SMN2 splice up = 12%; Epigenetic reg = -0.4%; IMPase Li cell = 0%; RGS12 GoLoco inh = 5%; RECQ1 inh = -2%; KDM4E inh = -2%; KinaseGlo FLuc = -1%; NPSR antag = 27%
# Shown for Cc1cc(C)c(Nc2ncccc2C(=O)O)c(C)c1 : SMN2 splice up = x; Epigenetic reg = 2.1%; IMPase Li cell = 8%; RGS12 GoLoco inh = 0%; RECQ1 inh = -11%; KDM4E inh = -22%; KinaseGlo FLuc = -3%; NPSR antag = 20%

# Not all compounds are listed; rates above refer to the full screens.
